# ABHD5-PLIN5 inh: inhibitors of human ABHD5-perilipin-5 interaction | Split G. princeps luciferase complementation, luminescence, 4 h | inhibition, % at 4 µM | 360,000 compounds, 0.78% hits | AID 602281;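 active = inhibition above the mean inhibition across every tested compound plus 3 SD, cut at about 22% in these data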;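 note: 0% = DMSO only wells and the 100% control is not disclosed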
# m5-HT2A agonist: mouse HTR2A agonism via beta-arrestin recruitment; P35363; CHO-K1 mHTR2A beta-arrestin complementation, luminescence; percent of 30 µM serotonin response; activation, % at 7.6 µM; 360,000 compounds, 0.66% hits;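 active = activation above a run cutoff, the mean activation of all tested compounds plus 3 SD, cut at about 14% in these data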;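 note: 0% = plate median of compound wells and 100% = 30 µM serotonin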
# SRC2 inh: human SRC2 (NCOA2) inhibition. Q15596. HEK293 GAL4-SRC2 luciferase reporter, luminescence. inhibition, % at 9 µM. 370,000 compounds, 0.17% hits. AID 651957;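 active = inhibition above the mean inhibition of all tested compounds plus 3 SD, set per campaign, cut at about 52% in these data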;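 note: 0% = DMSO treated cells and 100% = cells given Gossypol at 36 µM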
# H9c2 protect: myocardial damage modulation in H9c2 cells | AID 588492 | H9c2 cardiomyocytes, H2O2 injury protection, ATPLite, 2 h | protection from H2O2 cell death, % at 20 µM | 360,000 compounds, 0.63% hits;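 active = compounds giving at least 50% protection of heart cells from peroxide-induced death in the single-dose screen, raw or plate-pattern-corrected value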;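 note: 0% = DMSO wells with peroxide and 100% = DMSO wells without peroxide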
# NOD2 RIPK2 PPI: inhibitors of human NOD2-RIPK2 interaction | CHO BLA complementation NOD2-RIPK2, CCF4 ratio | AID 624267 | inhibition, % at 4.98 µM | 360,000 compounds, 0.38% hits; in the data active = inhibition above about 21%;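 note: 0% = vehicle only and 100% = reference blocker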
# Target sequence (O43353 whole entry, looked up): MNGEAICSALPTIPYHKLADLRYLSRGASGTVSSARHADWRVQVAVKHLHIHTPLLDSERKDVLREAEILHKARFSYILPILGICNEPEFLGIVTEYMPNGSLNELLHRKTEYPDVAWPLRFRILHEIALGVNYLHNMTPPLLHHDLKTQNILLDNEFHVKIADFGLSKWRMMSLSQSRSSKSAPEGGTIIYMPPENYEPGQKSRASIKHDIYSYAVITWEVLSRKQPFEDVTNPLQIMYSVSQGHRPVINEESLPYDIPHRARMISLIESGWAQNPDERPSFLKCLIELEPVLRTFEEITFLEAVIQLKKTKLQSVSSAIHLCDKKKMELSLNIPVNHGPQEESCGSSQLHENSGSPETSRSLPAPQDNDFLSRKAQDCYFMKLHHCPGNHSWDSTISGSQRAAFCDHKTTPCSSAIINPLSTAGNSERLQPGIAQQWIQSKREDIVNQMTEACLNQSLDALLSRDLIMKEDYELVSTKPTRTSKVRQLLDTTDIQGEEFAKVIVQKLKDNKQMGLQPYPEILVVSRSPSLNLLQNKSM
# TLR9-MyD88 block: inhibitors of human TLR9-MyD88 binding. Q9NR96+Q99836. CHO BLA complementation TLR9-MyD88, CCF4 FRET ratio. inhibition, % at 4.98 µM. 340,000 compounds, 0.21% hits;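 active = inhibition above the mean over all tested compounds plus 3 SD, cut at about 21% in these data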;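 note: 0% = DMSO only wells and 100% = clavulanate BLA inhibitor control wells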
# ABCB6 inh 2: inhibitors of human ABC transporter ABCB6. 360,000 compounds, 0.19% hits. fluorescence ratio to DMSO, % at 10 µM. K562-ABCB6 porphyrin accumulation, flow cytometry, 1 h; stronger effect = lower value;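 active = fluorescence ratio to DMSO below 75%, the collection mean minus 3 SD; inconclusive = too few cells collected in the well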;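 note: signal is porphyrin accumulated inside mitochondria; 100% equals median channel fluorescence of DMSO control wells; lower ratio means ABCB6 inhibition with less porphyrin fluorescence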
# N-glyco inh: blocks N-linked glycosylation in D54 reporter cells | reporter increase, % at 12.5 µM | D54 ERlucT glycosylation luciferase reporter, 24 h; percent of 100 nM tunicamycin response | 360,000 compounds, 0.23% hits | AID 588692;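 active = mean luciferase reporter signal, scaled so untreated is 0 and the glycosylation-blocking control 100, at or above a set limit in every replicate; inconclusive = mean reaches the limit but not every replicate does; inactive = mean below the limit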;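 note: luciferase carries N-glycosylation sites so blocking glycosylation raises the light; 0% = median of neutral control wells and 100% = median of 100 nM tunicamycin wells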
# MC4R antag cAMP: antagonists of human melanocortin 4 receptor (MC4R) | P32245 | MC4R-expressing cells, MTII-stimulated cAMP, LANCE TR-FRET | inhibition, % at 6.5 µM | 360,000 compounds, 0.48% hits;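 active = inhibition above its plate's cutoff, the mean of tested wells on that plate plus 3 SD, cut at about 29% in these data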;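 note: 0% = Melanotan II alone and 100% = Melanotan II plus saturating MCL0020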
# Target sequence (P32245 whole entry, looked up): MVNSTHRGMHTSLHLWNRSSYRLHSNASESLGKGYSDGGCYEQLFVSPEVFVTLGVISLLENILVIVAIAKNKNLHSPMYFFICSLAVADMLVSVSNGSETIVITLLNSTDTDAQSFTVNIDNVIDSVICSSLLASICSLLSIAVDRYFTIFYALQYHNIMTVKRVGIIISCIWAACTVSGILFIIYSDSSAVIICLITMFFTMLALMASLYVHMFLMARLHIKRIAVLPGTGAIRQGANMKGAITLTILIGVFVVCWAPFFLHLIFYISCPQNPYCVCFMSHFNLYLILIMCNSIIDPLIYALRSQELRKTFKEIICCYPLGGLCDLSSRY
#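 System: U2OS-MC4R stable cell line; Technique: Eu-cAMP/anti-cAMP TR-FRET, emission 671 nm; Repeats: single well per compound; Also added: Melanotan II; Dosing: one concentration, 6.5 µM nominal; Schedule: 30-min compound, 1-h challenge, 1-h detection, room temperature.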
# MC4R ag barr: human MC4R agonism via beta-arrestin. U2OS MC4R beta-arrestin complementation, luminescence; percent of melanotan II response, DMSO zero. activation, % at 8.9 µM. 360,000 compounds, 0.98% hits. AID 540308;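 active = activation above a per-plate cutoff, the mean activation of sample wells on that plate plus 3 SD, cut at about 8% in these data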
# * marks the source's active call; other numbers are inactive results; ? = inconclusive; . = not tested or not shown.
SMILES,ABHD5-PLIN5 inh,m5-HT2A agonist,SRC2 inh,H9c2 protect,NOD2 RIPK2 PPI,TLR9-MyD88 block,ABCB6 inh 2,N-glyco inh,MC4R antag cAMP,MC4R ag barr
Nc1ccc(S(=O)(=O)Nc2ccnn2-c2ccccc2)cc1,4,19*,-4,2,-12,-4,107,0,5,0.8
CCN(Cc1cc(OC)c(OC)c(OC)c1)C(=S)Nc1cccc(SC)c1,0,1,-3,-5,-8,5,95,-1,-2,-1.9
COc1ccccc1CNS(=O)(=O)c1cccc2nsnc12,-1,3,-23,3,-7,3,101,.,-1,-3.3
CC1(C(=O)O)Sc2[nH]c(=O)sc2C2c3ccccc3OC(=O)C21 (configuration not stated),-2,1,-14,-5,-7,0,103,1,4,-0.9
CC1CCN(C(=O)COC(=O)/C=C/c2ccc([N+](=O)[O-])cc2)CC1,2,-2,-28,-6,-2,-3,96,2,-3,-2.4
CC(C)(C)NNC(=S)Nc1cccc(F)c1,-5,-2,19,-3,-5,-2,99,3,2,-1.8
CCOC(=O)C1(Cc2cccc(OC)c2)CCCN(C(=O)c2ccccc2C)C1 (configuration not stated),-2,-1,-15,-2,3,0,92,0,13,-1.1
CCc1ccc([C@@H]2CC=C(C(=O)O)[C@H](c3ccc(C(C)(C)C)cc3)N2S(=O)(=O)c2ccc(C)cc2)cc1,-4,14,-3,-27,10,5,103,-6,4,4.5
CCOC(=O)c1cc2c(n(-c3ccc(C)cc3)c1=O)CCCC2=O,-2,-1,9,6,-13,-4,94,2,7,-0.1
C[C@@H]1COC(=O)[C@H](NC(=O)OCC2c3ccccc3-c3ccccc32)C/C=C\C[C@@H](CC(=O)N[C@@H](CO)Cc2ccccc2)C(=O)N1,6,1,-2,-13,0,2,86,2,9,0.3
CCCCC(=O)NC(NC(=S)N1CCCCCC1)C(Cl)(Cl)Cl (configuration not stated),-3,0,13,-1,4,-1,98,-2,2,-0.9
CC(C)c1cccc(-c2csc(C(C)(O)c3ccccc3)n2)c1 (configuration not stated),-10,-2,-22,-16,1,.,94,-2,8,1.7
CCOC(=O)c1c(N)c(C#N)c2n1CCCCC2,-10,-3,-23,-2,-16,5,93,-1,2,-2.3
CCOC(=O)N1CCC(NC(=O)c2cccc3c2C(=O)N(c2ccc(OC)cc2)C3)CC1,5,2,25,14,1,0,96,-4,15,-0.2
CCC(C(=O)N(C(C)C)C(C)C)c1ccccc1 (configuration not stated),5,1,-1,2,-7,2,99,0,16,0.1
N#C/C(=C\c1cccc(Cl)c1)C(=O)c1ccccc1,15,-4,-11,6,-11,-11,96,1,6,0.1
CSCC[C@H](NC(=O)Cc1c(C)c2cc3c(C)c(C)oc3cc2oc1=O)C(=O)N[C@@H](C(=O)O)c1ccccc1,-1,5,5,5,-9,.,101,1,9,-1.0
CCOc1ccc(Br)cc1S(=O)(=O)Nc1ccc(Cl)c(S(=O)(=O)N(CC)c2ccccc2)c1,1,3,-2,-6,-12,-7,98,-2,19,1.1
Cc1cccc(C)c1-n1nnnc1C1c2ccccc2C(=O)N1CCC(C)C (configuration not stated),2,1,-4,.,-10,.,100,.,.,.
CC(C)(C)S(=O)N1Cc2cc(C(=O)N[C@@H]3CCN(Cc4ccccc4)C3)nc(-c3cccc(-c4cc5ccccc5o4)c3)c2[C@@H]1CCO (some centres not stated),26*,-6,15,11,-4,.,91,-3,.,.
O=C(N/N=C/c1ccoc1)c1ccc([N+](=O)[O-])cc1,1,-4,-24,1,-3,-8,88,0,9,-2.5
O=C(N/N=C/c1ccccn1)c1sc2ccccc2c1Cl,5,-7,-74,42,-7,13,101,?,2,-3.5
CCCCc1cc(=O)oc2cc(OCC(=O)N3CCC(C(N)=O)CC3)ccc12,6,-4,-11,7,-4,-3,106,2,13,-1.8
COc1ccc(CC(=O)OCC(=O)Nc2ccc(Cl)cn2)cc1,1,2,8,-4,-5,2,111,-1,7,-1.1
CC(C)(C)c1ccc(/C=C(\C#N)C(=O)NCCN2CCOCC2)cc1,-1,0,0,-8,-6,1,109,3,-4,-1.7
# New compounds follow.
SMILES,ABHD5-PLIN5 inh,m5-HT2A agonist,SRC2 inh,H9c2 protect,NOD2 RIPK2 PPI,TLR9-MyD88 block,ABCB6 inh 2,N-glyco inh,MC4R antag cAMP,MC4R ag barr
O=C(NNC(=S)NC(=O)c1ccc(Br)cc1)c1ccc([N+](=O)[O-])cc1,-14,1,-9,18,-5,-8,98,3,9,-1.8
c1ccc(-n2nnnc2Sc2n[nH]c(-c3ccncc3)n2)cc1,2,-1,2,6,-3,-3,103,1,15,1.4
COCCN(C(=O)CSCc1ccc(C)cc1)c1c(N)n(CC(C)C)c(=O)[nH]c1=O,-3,7,-15,6,-5,0,96,1,-2,-3.0
Cn1c(=O)n(CCN2CCOCC2)c(=O)c2c1nc1n2CCN1c1ccc(Oc2ccccc2)cc1,2,1,-4,28,4,-8,94,-2,12,-1.7
Cc1nn(C)c(C)c1Sc1ccc(Br)cc1,-1,-5,10,-12,-6,-12,99,-2,4,0.6
COc1ccc(Br)cc1CNC(=O)CCC(=O)n1nc(C)c2ccccc21,-6,2,-1,1,-2,8,106,-4,-5,-0.1
COCCNC(C)C(=O)C12CC3CC(CC(C3)C1)C2 (configuration not stated),6,3,-7,4,-9,-1,104,3,-3,0.2
Cc1ccc(S(=O)(=O)Nc2ccc(Cl)cn2)cc1,0,1,-1,2,-3,-1,101,1,-1,-1.6
O=C1C2ON(c3ccccc3)C(c3ccccn3)C2C(=O)N1c1ccc(Br)cc1 (configuration not stated),-9,0,-4,-8,5,-2,107,1,9,1.5
O=C(OCCN1CCOCC1)c1ccc(O)cc1,6,-3,-15,8,8,1,101,0,1,-0.4
C[C@H](CO)N1C[C@H](C)[C@@H](CN(C)C(=O)Nc2ccc(N3CCN(C)CC3)cc2)OCc2cnnn2CCCC1=O,-3,7,-20,1,-5,-3,100,1,2,0.3
COc1ccc(OCCC(=O)NC2CCCCC2)cc1,-2,3,-5,4,-5,-5,94,1,7,-1.0
O=C(NCCc1ccccc1Cl)C1CCC(=O)N(C2CCCCCC2)C1 (configuration not stated),-4,10,-3,1,7,0,99,1,3,-0.6
CCOC(=O)c1c(NC(=O)CN2C(=O)NC3(CCC(C)CC3)C2=O)sc(C(=O)N(C)C)c1C (configuration not stated),-3,1,28,1,-7,2,99,0,2,-0.4
Cc1noc(/C=C/N(C)C)c1S(=O)(=O)N(C)CC(=O)NC1CCCCC1,8,0,-43,0,0,-7,94,0,0,-1.3
CCOc1ccc(CCN2C(=O)C(=O)N([C@@H](CC(C)C)CN3CCC[C@H]3CN3C(=O)C(=O)NC[C@@H]3Cc3ccc(O)cc3)C[C@@H]2CC(C)C)cc1,1,-9,-7,.,5,.,98,.,.,.
CCCCN(C(=O)CCSc1ccc(F)cc1)c1c(N)n(Cc2ccccc2)c(=O)[nH]c1=O,-4,-10,-12,15,-8,1,100,-1,6,-1.9
O=C(CSc1nnnn1Cc1ccccc1)Nc1ccccc1,-4,1,-9,-6,-13,4,99,-1,-1,-1.2
O=C(CSc1ccccc1)Nc1ccccc1C(=O)N1CCCC1,2,1,-18,0,-10,3,98,-2,-4,-1.9
CCCN1CNC(=S)N(c2cccc(C)c2C)C1,-10,-2,5,-1,-6,-4,98,7,2,-0.2
O=C(N/N=C/c1cccnc1)c1ccccc1[N+](=O)[O-],-2,-1,9,6,-4,11,103,0,4,-2.6
CCn1cc(Cl)c(C(=O)Nc2nccs2)n1,2,-6,-66,-2,-17,-4,102,1,0,-2.1
Cc1cc(C)n(CC(O)COc2ccc(C(C)C)c(C)c2)n1 (configuration not stated),4,-2,13,-4,-6,1,101,0,1,-0.1
COc1cccc(OCC(O)CN2CCC(CN3C(=O)c4cccc5cccc(c45)C3=O)CC2)c1 (configuration not stated),-4,-3,-25,2,-1,-5,101,19,14,2.1
O=P(c1ccccc1)(c1ccccc1)C(c1ccco1)N1CCOCC1 (configuration not stated),-3,-1,-7,6,2,-2,95,2,1,1.2

# Single entries from the results shown.
# CCCN1CNC(=S)N(c2cccc(C)c2C)C1 in m5-HT2A agonist: -2
# COCCN(C(=O)CSCc1ccc(C)cc1)c1c(N)n(CC(C)C)c(=O)[nH]c1=O in SRC2 inh: -15

# Further results follow:
SMILES,ABHD5-PLIN5 inh,m5-HT2A agonist,SRC2 inh,H9c2 protect,NOD2 RIPK2 PPI,TLR9-MyD88 block,ABCB6 inh 2,N-glyco inh,MC4R antag cAMP,MC4R ag barr
COc1cccc(C(=O)Nc2cccc(-c3ccc4nncn4n3)c2)c1OC,0,1,1,21,-15,2,99,1,5,-0.6
O=C(NC1CCCC1)NS(=O)(=O)c1ccccc1Cl,0,-2,3,5,-5,2,91,1,2,-0.7
CCN(C1CCCCC1)S(=O)(=O)c1ccc(OC)c(C)c1,-2,1,3,-16,-11,-4,90,-1,-4,-1.2
O=C(Nc1cccc(N2C(=O)C=CC2=O)c1)c1cccs1,30*,-5,10,-11,22*,30*,102,-12,6,-5.4
CCC(C)(C)NC(=O)C(c1cccs1)N(CC1CCCO1)C(=O)Cn1nnc2ccccc21 (configuration not stated),2,-6,17,0,-5,-6,98,1,-1,-0.7
N#CCCn1c(-c2nonc2NC(=O)c2ccccc2Cl)nc2ccccc21,-1,2,8,-11,-20,-4,99,2,0,-1.0
O=C(Cc1noc2ccccc12)Nc1ccc(Cl)cc1,-4,2,-25,-6,-2,-2,99,3,2,-2.3
O=C(CCN1C(=O)/C(=C\c2ccccc2)SC1=S)NCCCN1CCOCC1,-8,-3,2,-8,0,0,109,1,-12,-1.1
Cc1cccc(-n2cc(CN3CCN(c4ccccn4)CC3)c(-c3cccc(F)c3)n2)c1,-4,-6,-1,-7,-12,-6,99,4,6,2.6
N#Cc1c(N)n(CCCN2CCOCC2)c2nc3ccccc3nc12,0,-5,-21,-6,-4,-5,91,12,7,-1.3
COc1ccc(C(C)=O)cc1CSc1nnc(-c2ccccc2O)n1-c1ccccc1,-5,1,-4,12,6,-3,103,-5,20,-1.7
CCC(=O)NC(=S)Nc1ccc(S(=O)(=O)NC(C)=O)cc1,-5,-4,-22,11,-4,-2,90,2,1,-1.6
CCOC(=O)N1CCN(C(=O)c2ccc3c(=O)n(CC4CCCO4)c(=S)[nH]c3c2)CC1 (configuration not stated),-2,5,-4,3,-4,-13,99,4,14,0.0
CCN(CC)S(=O)(=O)c1ccc(N=Cc2c(C)c(C#N)c(=O)n(C)c2O)cc1,-5,5,9,2,9,5,99,1,6,-1.2
CCCN(CC(=O)Nc1ccccc1OC)C(=O)CSC(=S)N1CCCC1,-7,5,-4,2,-13,-4,92,2,1,-3.2
C[C@H](CO)N1C[C@H](C)[C@@H](CN(C)Cc2cccnc2)Oc2cc(-c3cccnc3)ccc2S1(=O)=O,0,6,-12,-1,9,-1,100,2,3,0.8

# Source: PubChem

# A portion of the library; the hit share may differ from the screen's.
